# From PubChem
# PLK1 PBD block – qHTS for Inhibitors of PLK1-PDB (polo-like kinase 1 - polo-box domain): Primary Screen | AID 720504, 2013 | Plk1 PBD binding of FITC phosphopeptide, fluorescence polarization | 360,000 compounds, 2.8% hits | Potency, µM, for the others: max response, negative = inhibition, hits mostly inhibitors | Serine/threonine-protein kinase PLK1 (Homo sapiens), P53350; also: potency is read from the fitted curve at half-maximal effect; series mostly up to about 57 µM; % is scaled to controls: 0 for no effect and ±100 for the full control effect; nearly all actives have a fitted effect of over 65% in size
# Target sequence (P53350 whole entry, looked up, the tested form may be a part): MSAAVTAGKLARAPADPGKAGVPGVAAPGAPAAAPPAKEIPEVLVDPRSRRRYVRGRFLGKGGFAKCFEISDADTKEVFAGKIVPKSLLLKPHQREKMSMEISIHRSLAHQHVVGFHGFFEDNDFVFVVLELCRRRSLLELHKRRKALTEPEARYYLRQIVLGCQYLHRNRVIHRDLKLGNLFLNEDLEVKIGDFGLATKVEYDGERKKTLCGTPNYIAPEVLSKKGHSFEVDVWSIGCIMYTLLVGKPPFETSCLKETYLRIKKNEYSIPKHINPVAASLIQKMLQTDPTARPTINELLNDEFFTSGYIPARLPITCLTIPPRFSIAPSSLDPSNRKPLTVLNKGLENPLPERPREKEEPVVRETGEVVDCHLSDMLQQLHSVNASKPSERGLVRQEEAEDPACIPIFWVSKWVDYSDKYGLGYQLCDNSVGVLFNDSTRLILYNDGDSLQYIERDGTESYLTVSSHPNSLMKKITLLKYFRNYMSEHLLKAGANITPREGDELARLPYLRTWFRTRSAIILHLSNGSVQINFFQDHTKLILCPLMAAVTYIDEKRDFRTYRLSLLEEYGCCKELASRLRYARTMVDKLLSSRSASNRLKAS
# EPAC2 antag – qHTS for Antagonist of cAMP-regulated guanine nucleotide exchange factor 2 (EPAC2): primary screen; 360,000 compounds, 0.18% hits; EPAC2 GEF exchange of Rap1B-BODIPY-GDP, fluorescence; Rap guanine nucleotide exchange factor 4 (Homo sapiens), Q8WZA2; Potency, µM (series often up to 114 µM), without a hit: at the top dose activity, negative = inhibition, most hits filed as inhibitors; also: potency is read from the fitted curve at half-maximal effect; % is scaled to controls: 0 for no effect and ±100 for the full control effect; nearly all actives have a fitted effect of over 45% in size; many of its hits are not listed in these tables
# PI5P4K alpha inh – qHTS for Inhibitors of phosphatidylinositol 5-phosphate 4-kinase (PI5P4K) | Phosphatidylinositol 5-phosphate 4-kinase type-2 alpha (Homo sapiens), P48426 | PI5P4Kalpha enzyme, ADP-Glo luminescence, 60 min; active compounds read low | max response, % | 330,000 compounds, 1.2% hits | AID 652105, 2013; active = max response of -50% or lower; inconclusive = between -30% and -50%; inactive = -30% or higher; also: value at the top dose of about 77 µM; % is scaled to controls: 0 for no effect and ±100 for the full control effect
# Target sequence (P48426 whole entry, looked up): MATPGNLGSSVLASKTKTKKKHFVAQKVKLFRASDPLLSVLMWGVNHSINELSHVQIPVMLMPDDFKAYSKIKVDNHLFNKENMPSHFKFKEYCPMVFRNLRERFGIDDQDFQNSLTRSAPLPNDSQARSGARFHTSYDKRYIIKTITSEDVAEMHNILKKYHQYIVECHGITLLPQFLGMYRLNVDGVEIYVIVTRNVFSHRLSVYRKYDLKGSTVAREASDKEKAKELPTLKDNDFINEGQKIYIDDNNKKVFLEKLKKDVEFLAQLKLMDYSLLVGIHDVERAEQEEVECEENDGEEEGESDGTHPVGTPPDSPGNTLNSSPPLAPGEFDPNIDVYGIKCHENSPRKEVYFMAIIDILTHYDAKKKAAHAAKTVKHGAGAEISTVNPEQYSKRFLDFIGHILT
#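 Controls without substrate or without enzyme flank wells where PI5P4Kalpha converts substrate using 5 microM ATP (final). Incubation lasts 60 minutes at room temperature; ADP formed is read by ADP-Glo luminescence.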
# WRN inhibitor – qHTS for Inhibitors of WRN Helicase; Bifunctional 3'-5' exonuclease/ATP-dependent helicase WRN (Homo sapiens), Q14191; WRN helicase unwinding, fluorescent forked duplex, kinetic; Potency, µM (doses to about 114 µM), for the others: at the highest dose activity change, negative = inhibition, actives largely listed as inhibitors; 360,000 compounds, 0.46% hits; AID 651768, 2012; also: potency is read from the fitted curve at half-maximal effect; % is scaled to controls: 0 for no effect and ±100 for the full control effect; nearly all actives have a fitted effect of over 55% in size
#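 Screening of the MLSMR collection measured strand separation of a quenched forked DNA duplex (100 nM) by 20 nM WRN with 2 mM ATP, all final. Compounds were preincubated with enzyme 15 min at room temperature.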
# EPAC1 agonist – qHTS for Agonist of cAMP-regulated guanine nucleotide exchange factor 3 (EPAC1): primary screen; 360,000 compounds, 0.073% hits; Rap guanine nucleotide exchange factor 3 (Homo sapiens), O95398; EPAC1 agonist qHTS, biochemical assay; response scale: 100% = response to 6.5 mM cAMP; AID 720707, 2013; Potency, µM (series often up to 154 µM), for inactives: top-dose activation, hits mostly activators; also: potency is read from the fitted curve at half-maximal effect; nearly all actives have a fitted effect of over 60% in size
#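 EPAC1 100 nM, Rap1B–BODIPY-GDP 250 nM, unlabeled GDP 50 uM; compound titration; 5 min RT; kinetic read ex480/em540 at 5-min intervals ×30 min; data normalized to 6.5 mM cAMP agonist control.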
# CCT modulator – High-Throughput Screening for Modulators of Cytosolic Chaperonin Activity; purified chaperonin ATPase assay, HTRF ADP detection, 30 min; activity change, % (no concentration beside the values), hits read low; 360,000 compounds, 0.3% hits; AID 651819, 2012; in the data active = activity change below about -30%; also: % is scaled to controls: 0 for no effect and ±100 for the full control effect
#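 We incubate TRiC, 40 or 20 nM final, with library compounds at 76 uM and 10 uM ATP for 30 min at 37 °C. ADP formed is detected with Transcreener HTRF reagents after 30 min at room temperature.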
# Mm-Cpn inhibitor – Inhibitors of TCP-1 ring complex (TRiC) of Methanococcus maripaludis (MmCpn): qHTS; 330,000 compounds, 0.031% hits; purified Mm-Cpn ATPase, ADP Transcreener TR-FRET; Potency, µM (series often up to 76.9 µM), for inactives: at the highest dose activity, negative = inhibition, usual class: inhibitors; also: potency is read from the fitted curve at half-maximal effect; % is scaled to controls: 0 for no effect and ±100 for the full control effect; nearly all actives have a fitted effect of over 80% in size
#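 Compound-treated chaperonin, 25 nM final, turns over 10 uM ATP at 37°C for 30 min following a 10 min preincubation; ADP generated competes with ADP-d2 for Eu-cryptate antibody, lowering FRET.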
# EPAC1 antagonist – qHTS for Antagonist of cAMP-regulated guanine nucleotide exchange factor 3 (EPAC1): primary screen; Rap guanine nucleotide exchange factor 3 (Homo sapiens), O95398; EPAC1 GEF assay, Rap1b-BODIPY-GDP exchange fluorescence; Potency, µM (top dose mostly 115 µM), inactives show top-dose activity change, negative = inhibition, hits mostly inhibitors; 360,000 compounds, 0.14% hits; AID 720709, 2013;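 also: potency is read from the fitted curve at half-maximal effect; plate controls were vehicle for no effect and positive control for full effect; nearly all actives have a fitted effect of over 50% in size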
# The depositor's hits bear a star; ? = inconclusive; nt = no result given; [ ] = remark or other dose. Unless noted, calls follow the shape of the dose curve; as a rule, active = well fitted curve in the direction sought with a large enough effect; inconclusive = small, poorly fitted or top-dose-only effect, or another doubt; inactive = no such curve, though single readings can be large; an effect the other way counts as inactive or inconclusive. A portion of the library; count on the stated rates, not on these rows.
SMILES,PLK1 PBD block,EPAC2 antag,PI5P4K alpha inh,WRN inhibitor,EPAC1 agonist,CCT modulator,Mm-Cpn inhibitor,EPAC1 antagonist
C[C@@H](O)C1NC(=O)[C@H](CCCCN)NC(=O)c2cc([N+](=O)[O-])cc(I)c2NCCC[C@@H](C(N)=O)NC1=O (stereo not given in full),-2%,3%,7,-10%,-18%,-1.6,-2%,-16%
CN1OC[C@@H]2CN(S(=O)(=O)c3cccc4ccccc34)[C@H](c3ccc(-c4cccnc4)cc3)C[C@@H]21,-9%,-20%,2,-6%,1%,0.9,nt,-24%
Cc1ccc2nc(SCC(=O)NCc3ccc(F)cc3)[nH]c2c1,-13%,-4%,2,-2%,-10%,-0.6,1%,0%
COc1ccccc1NC(=O)NCc1ccccc1F,34µM*,1%,3,4%,2%,-1.9,-1%,-10%
O=C(NCC1COc2ccccc2O1)c1ccccc1 (stereo not given),-11%,-4%,nt,-2%,3%,-0.5,3%,0%
CN(CCO)C(=O)CCC(=O)Nc1ccc(S(N)(=O)=O)cc1,-12%,-1%,10,3%,17%,-0.2,2%,-6%
CCCCOC(C)n1cc(F)c(=O)[nH]c1=O (stereo not given),-9%,-1%,0,-23%[57.1 µM],7%,-0.6,2%,5%
CCOC(=O)Cc1csc(NC(=O)NC2(C(F)(F)F)Oc3ccc(Cl)cc3O2)n1 (stereo not given),17µM*,-5%,-15,-15%,4%,-5.6,0%,-4%
C=CCOc1c(CNc2ccc(S(N)(=O)=O)cc2)cccc1OC,-22%,-2%,-3,-2%,-3%,-1.5,-1%,1%
O=C(NCCOc1ccccc1)C1CCCCC1,4%,-8%,-2,1%,-10%,1.8,-1%,15%
CN(C1CCCCC1)S(=O)(=O)c1ccc(S(=O)(=O)N2CCN(CCC#N)CC2)cc1,3%,3%,0,6%,-23%,0.0,0%,-5%
Cc1nc2c(C)cccn2c(=O)c1NC(=O)c1cccc2ccccc12,-11%,-1%,-6,-6%,9%,-1.0,-2%,-3%

# As entered above.
# For Mm-Cpn inhibitor, `C[C@@H](O)C1NC(=O)[C@H](CCCCN)NC(=O)c2cc([N+](=O)[O-])cc(I)c2NCCC[C@@H](C(N)=O)NC1=O` (stereo not given in full) is listed with -2%
# For EPAC1 antagonist, `Cc1ccc2nc(SCC(=O)NCc3ccc(F)cc3)[nH]c2c1` is listed with 0%
# For PLK1 PBD block, `CN(C1CCCCC1)S(=O)(=O)c1ccc(S(=O)(=O)N2CCN(CCC#N)CC2)cc1` is listed with 3%
# For EPAC1 agonist, `CCCCOC(C)n1cc(F)c(=O)[nH]c1=O` (stereo not given) is listed with 7%
# For EPAC2 antag, `CN1OC[C@@H]2CN(S(=O)(=O)c3cccc4ccccc34)[C@H](c3ccc(-c4cccnc4)cc3)C[C@@H]21` is listed with -20%

# The main list resumes, repeating the 2 entries before the break.
SMILES,PLK1 PBD block,EPAC2 antag,PI5P4K alpha inh,WRN inhibitor,EPAC1 agonist,CCT modulator,Mm-Cpn inhibitor,EPAC1 antagonist
CN(C1CCCCC1)S(=O)(=O)c1ccc(S(=O)(=O)N2CCN(CCC#N)CC2)cc1,3%,3%,0,6%,-23%,0.0,0%,-5%
Cc1nc2c(C)cccn2c(=O)c1NC(=O)c1cccc2ccccc12,-11%,-1%,-6,-6%,9%,-1.0,-2%,-3%
COc1ccc(CN2CCCCC2C)c(C)c1C (stereo not given),-6%,6%,nt,0%,-3%,-0.2,-11%,6%
O=C(c1ccco1)N1CCN(C(=O)N2CCCC2)CC1,-2%,0%,-1,-4%,5%,0.3,0%,?
CCOc1cccc(CN2CCCC(N3CCN(c4cccc(Cl)c4)CC3)C2)c1O (stereo not given),-19%,-16%,3,12%,5%,-2.1,-1%,-23%
NC(=O)c1cc(NC(=O)CCCc2nc3ccccc3s2)cc(C(N)=O)c1,2%,-5%,-10,-6%,11%,-0.7,2%,?
O=C(NCc1ccc2c(c1)OCO2)C1CC(c2ccc(Cl)cc2)=NO1 (stereo not given),-6%,-2%,9,5%,-17%,-1.3,1%,-5%
CC(C)C(OC(=O)c1cccs1)C(=O)NCc1ccc(F)cc1 (stereo not given),-16%,-25%,3,-3%,-2%,0.3,1%,-11%
COc1ccc(-c2cc(C)no2)cc1S(=O)(=O)N1CCN(c2ccc([N+](=O)[O-])cc2)CC1,-2%,3%,-2,3%,-2%,-5.3,1%,0%
CC(C)CCOc1ccc(C(=O)N2CCN(c3ncccn3)CC2)cc1,-3%,-27%,4,-8%,11%,0.9,-3%,-22%
CC(C)(C)C(=O)O/N=C(\N)c1c(Cl)cccc1Cl,-3%,-2%,0,2%,7%,-0.1,1%,16%
CC1CN(C(=O)c2ccccc2NS(=O)(=O)c2cccc([N+](=O)[O-])c2)CC(C)O1 (stereo not given),0%,-2%,-6,-20%[57.1 µM],6%,2.8,5%,-7%
O=C(NN=Cc1ccc2c(c1)CCC2)c1cccc([N+](=O)[O-])c1,-5%,27%,-3,6%,-20%,-1.1,nt,5%
CN(C(=O)COC(=O)/C=C/c1ccc2ccccc2n1)C1CCS(=O)(=O)C1 (stereo not given),-7%,4%,1,3%,5%,-0.8,-18%,-23%
C=CCOc1cccc(C(=O)NC(c2ccccc2)C(C)C)c1 (stereo not given),-7%,0%,0,-4%,-2%,-0.6,0%,-2%
CN(C)C(=O)c1ccc(NC(=O)COC(=O)C2(c3ccccc3)CCCC2)cc1,-16%,-16%,3,-10%,-5%,2.3,1%,-23%
O=C(NCCc1c[nH]c2ccccc12)c1ccc([N+](=O)[O-])cc1,-8%,-2%,1,5%,1%,-1.7,0%,-1%
CCCCCCCCN1[C@@H](CC(C)=O)c2cc(C(F)(F)F)ccc2S1(=O)=O,12%,-26%,9,-9%,-8%,0.3,nt,-27%
O=S(=O)(CCN(CCS(=O)(=O)C(F)(F)F)CC1CCCO1)C(F)(F)F (stereo not given),27µM*,-18%,nt,-20%,-3%,0.7,-1%,-16%
O=S(=O)(c1cnc[nH]1)N1CCN(c2ccccc2)CC1,-13%,5%,2,4%,14%,0.0,1%,3%
COc1ccc(CCNC(=O)C2CCN(C(=O)c3ccc(Br)cc3)CC2)cc1,27µM*,3%,-7,1%,-4%,1.2,1%,-4%
CC(=O)c1c(C)nn(C(=O)c2cccs2)c1C,0%,-9%,1,1%,6%,0.1,-1%,-6%
O=C(Cc1ccccc1)NC(CSSCC(NC(=O)Cc1ccccc1)C(=O)O)C(=O)O (stereo not given),4%,23%,0,-1%,4%,-1.0,nt,5%
Cc1noc(C)c1C(=O)OCC(=O)Nc1ccccc1SCC#N,2%,11%,-5,-2%,0%,1.0,1%,15%
CC1CCCN(C(=O)c2cccc(S(=O)(=O)N3CCCc4ccccc43)c2)C1 (stereo not given),?,-4%,0,-4%,6%,0.0,0%,0%
COc1ccc(-n2cc(-c3ccccc3)c3c(N4CC(C)OC(C)C4)ncnc32)cc1 (stereo not given),3%,-4%,13,-11%,-4%,0.1,0%,-19%

# An excerpt of these results, bar-delimited:
Molecule | PLK1 PBD block | EPAC2 antag | PI5P4K alpha inh | WRN inhibitor | EPAC1 agonist | CCT modulator | Mm-Cpn inhibitor | EPAC1 antagonist
O=C(Cc1ccccc1)NC(CSSCC(NC(=O)Cc1ccccc1)C(=O)O)C(=O)O (stereo not given) | 4% | 23% | 0 | -1% | 4% | -1.0 | nt | 5%
CC(=O)c1c(C)nn(C(=O)c2cccs2)c1C | 0% | -9% | 1 | 1% | 6% | 0.1 | -1% | -6%
Cc1noc(C)c1C(=O)OCC(=O)Nc1ccccc1SCC#N | 2% | 11% | -5 | -2% | 0% | 1.0 | 1% | 15%
O=S(=O)(c1cnc[nH]1)N1CCN(c2ccccc2)CC1 | -13% | 5% | 2 | 4% | 14% | 0.0 | 1% | 3%
CC1CCCN(C(=O)c2cccc(S(=O)(=O)N3CCCc4ccccc43)c2)C1 (stereo not given) | ? | -4% | 0 | -4% | 6% | 0.0 | 0% | 0%

# Next structures:
SMILES,PLK1 PBD block,EPAC2 antag,PI5P4K alpha inh,WRN inhibitor,EPAC1 agonist,CCT modulator,Mm-Cpn inhibitor,EPAC1 antagonist
CC(C)n1nnnc1C1c2ccccc2C(=O)N1C1CC1 (stereo not given),-12%,-2%,-1,-7%,8%,0.5,nt,-19%
Cc1ccc(OC(=O)c2sc3ncn(C)c(=O)c3c2C)cc1,-7%,3%,6,-8%,-4%,0.7,-1%,-1%
Cc1ccc(Cl)cc1N1CCN(C(=O)Cc2ccc(-n3c(=O)[nH]c4ccsc4c3=O)cc2)CC1,-4%,9%,-3,4%,-4%,0.0,1%,-14%
C=CCN(CC=C)C(=O)COC(=O)c1ccc(Sc2ncn[nH]2)c([N+](=O)[O-])c1,-8%,-1%,-22,-28%,11%,-0.6,-2%,-11%
COc1ccc(C)cc1NC(=O)NCCCCc1ccccc1,2%,-9%,3,1%,-2%,-2.6,-1%,-26%
Cc1nonc1NC(=O)CSc1nc2ccccc2cc1C#N,3%,2%,-3,-22%,-9%,-2.7,-28%,-8%
CSCCC(NC(=O)c1ccco1)C(=O)OCC(=O)N(Cc1ccccc1)C(C)(C)C (stereo not given),0%,2%,-5,2%,?,0.1,2%,-4%
C=CCn1c(CC(=O)Nc2cccc(OC)c2)nnc1SCC(=O)NC1CCCCC1,-8%,9%,nt,4%,9%,-4.0,1%,6%
Cc1ccc(S(=O)(=O)N(CC(=O)N2CCC(C)CC2)c2cccc(C)c2)cc1,-5%,12%,0,-5%,-1%,-1.9,-1%,0%
COc1ccc(N2CC(C(=O)Nc3nnc(SCc4cccnc4)s3)CC2=O)cc1 (stereo not given),-19%,-4%,?,?,8%,-3.2,-2%,-13%
CCc1nc2c(OCc3ccc(C(=O)OC)cc3)cccn2c1N(C)C(=O)c1ccc(OC)cc1,-12%,?,-3,0%,11%,0.3,nt,-9%
